D1 agonist – agonists of human D1 dopamine receptor. P21728. HEK293 T-REx D1 cells, calcium flux, agonist mode. activation, % at 2 µM. hit rate 1% among 360,000. AID 504660; note: 0% is about no effect
Target sequence (P21728 whole entry, looked up): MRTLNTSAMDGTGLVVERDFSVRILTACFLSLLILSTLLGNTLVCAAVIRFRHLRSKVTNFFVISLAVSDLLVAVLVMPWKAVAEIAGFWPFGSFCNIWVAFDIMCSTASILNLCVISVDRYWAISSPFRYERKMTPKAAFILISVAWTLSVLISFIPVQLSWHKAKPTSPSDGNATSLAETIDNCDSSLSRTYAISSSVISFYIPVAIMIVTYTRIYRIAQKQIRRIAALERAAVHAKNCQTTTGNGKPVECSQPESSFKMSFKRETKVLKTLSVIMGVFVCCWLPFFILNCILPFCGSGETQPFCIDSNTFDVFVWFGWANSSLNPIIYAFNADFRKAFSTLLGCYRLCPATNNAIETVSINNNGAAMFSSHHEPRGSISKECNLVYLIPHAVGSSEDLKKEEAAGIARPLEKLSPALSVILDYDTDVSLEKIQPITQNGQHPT
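Agonism was scored from calcium flux recorded over 180 s (1 read/s) after pintool compound addition, following a 10-cycle baseline. Cells were inducible force-coupled HEK293 TREx D1, plated overnight at 30 C and loaded with no-wash calcium dye.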
D2 ag – D2 dopamine receptor (human) agonism | activation, % at 2 µM | hit rate 0.53% among 340,000 | HEK293 T-REx D2 cells, calcium flux agonist mode;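 active = activation over 3 SD above normal in the single-dose calcium agonist read, cut at about 30% in these data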; note: 0% is about no effect
Target sequence (P14416 whole entry, looked up): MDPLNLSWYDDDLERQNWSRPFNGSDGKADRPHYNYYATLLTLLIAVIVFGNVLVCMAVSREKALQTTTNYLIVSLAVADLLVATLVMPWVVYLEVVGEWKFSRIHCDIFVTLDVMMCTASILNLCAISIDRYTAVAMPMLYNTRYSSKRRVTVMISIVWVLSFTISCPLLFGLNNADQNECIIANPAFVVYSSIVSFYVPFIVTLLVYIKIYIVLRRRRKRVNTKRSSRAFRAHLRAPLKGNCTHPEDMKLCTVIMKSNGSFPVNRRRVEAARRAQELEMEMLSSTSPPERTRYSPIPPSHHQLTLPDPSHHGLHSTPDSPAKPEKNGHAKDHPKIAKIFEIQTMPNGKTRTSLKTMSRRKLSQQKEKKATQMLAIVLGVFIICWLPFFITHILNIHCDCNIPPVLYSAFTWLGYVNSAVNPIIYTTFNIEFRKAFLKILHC
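Agonism is scored from calcium flux in a force-coupled, inducible HEK293 cell line expressing D2, read kinetically for 180 s after compound addition against dopamine controls.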
D1 antagonist – human D1 dopamine receptor antagonism | AID 504652 | activity change, negative = inhibition, % at 10 µM | HEK293 TREx D1 cells, calcium flux, dopamine EC80; stronger effect = lower value | P21728 | hit rate 3.2% among 360,000; in the data active = activity change below about -30%; note: % is set by controls: 0 for no effect and ±100 for the full control effect
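Kinetic fluorescence of a calcium dye serves as the read-out. D1-expressing Hek293 Trex cells, induced overnight at 30 C, are exposed to compound for 180 s before an EC80 dopamine addition, then read 180 s further.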
TRHR enhancer – allosterically enhances the human TRH receptor; P34981; AID 493056; hit rate 0.66% among 360,000; TRHR cells, fluo-8 calcium fluorescence, EC20 TRH enhancement; enhancement, % at 2 µM; in the data active = enhancement above about 30%; note: 0% is about no effect
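TRHR-expressing cells loaded with fluo-8 calcium dye were read kinetically (ex 480/em 530) during compound addition, then stimulated with an EC20 of TRH (10 nM final). Enhancement of the Gq-mediated intracellular calcium response was scored.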
RXFP1 antagonist – antagonists of human relaxin receptor RXFP1; hit rate 0.59% among 350,000; HEK293-RXFP1, relaxin-stimulated cAMP HTRF, 30 min; stronger effect = lower value; activity change, negative = inhibition, % at 57.5 µM;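 active = activity change of -60% or lower, but not beyond a set lower limit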; note: % is set by controls: 0 for no effect and ±100 for the full control effect
TRHR ag – TRH receptor (human) agonism. TRHR cells, calcium flux fluo-8, FDSS agonist mode. activation, % at 2 µM. hit rate 0.18% among 360,000. AID 493084; note: 0% is about no effect
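Fluo-8-loaded TRHR cells; 10 s baseline, compound added, kinetic Ca2+ fluorescence read 1/s, agonist mode.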
D2 PAM – positive allosteric modulators of human D2 dopamine receptor. P14416. HEK293 T-REx D2, calcium flux, EC20 dopamine potentiation. potentiation, % at 10 µM. hit rate 0.34% among 340,000. AID 485347;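 active = potentiation over 3 SD above the plate norm, cut at about 30% in these data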; note: 0% is about no effect
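Using a no-wash calcium dye in inducible, force-coupled HEK293 Trex cells expressing D2, we tracked fluorescence each second for 180 s after compound, then for 180 s after EC20 dopamine to detect augmented signalling.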
D2 antagonist – D2 dopamine receptor (human) antagonism. hit rate 2% among 340,000. P14416. inhibition, % at 10 µM. HEK293 TREx D2 cells, calcium flux, dopamine EC80. AID 485344; in the data active = inhibition above about 30%; note: 0% is about no effect
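Cells plated overnight at 30 C with tetracycline; no-wash calcium dye, 30–90 min RT; 10 s baseline; compound pinned; 180 s read; EC80 dopamine added; another 180 s read.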
D1 PAM – potentiators of human D1 dopamine receptor; P21728; HEK293 TREx D1 cells, calcium flux, dopamine EC20 potentiation; potentiation, % at 10 µM; hit rate 0.036% among 360,000; in the data active = potentiation above about 30%; note: 0% is about no effect
The depositor's hits bear a star; . = not tested or not shown; & = joins results of further samples. Cut-off read from the data, not from the text of the source, unless noted: active = activation above about 30%; inactive = the rest.

| molecule | D1 agonist | D2 ag | D1 antagonist | TRHR enhancer | RXFP1 antagonist | TRHR ag | D2 PAM | D2 antagonist | D1 PAM |
| --- | --- | --- | --- | --- | --- | --- | --- | --- | --- |
| COc1cc(C2C(C#N)=C(N)Oc3c2ccc2ccccc32)ccc1OCC(=O)Nc1ccc(C)cc1 (stereo not drawn) | 6 | -1.1 | 9 | -8 | -18 | 1.0 | -16 | -4 | -2 |
| O=C(CN1CCN(c2ccc(F)cc2)CC1)Nc1ccc2c(c1)OCCO2 | 2 | 1.5 | -4 | -5 | -2 | -0.7 | -7 | 3 | . |
| O=C(OCC(F)(F)C(F)F)c1ccccc1C(=O)Oc1ccc(F)cc1F | 17 | 0.0 | -2 | -2 | 14 | 0.1 | -1 | 1 | -6 |
| COc1ccc(/C=C/C(=O)Nc2ccccc2C(F)(F)F)cc1OC | -1 | -0.7 | 6 | 3 | -14 | -0.5 | 15 | -22 | 1 |
| CC(C)C1Oc2ccccc2N(CC(=O)N(Cc2ccccn2)C2CC2)C1=O (stereo not drawn) | 0 | 0.6 | -10 | -5 | -13 | -0.4 | -5 | -8 | -3 |
| Cc1cc(C)cc(OCC(=O)OCC(=O)N2CC(=O)Nc3ccccc32)c1 | 2 | -1.3 | 9 | 2 | -6 | -0.4 | 8 | 0 | 1 |
| CCOc1ccc(CNc2ccc(N3CCOCC3)c(C(=O)O)c2)cc1 | 4 | -0.5 | -56* | -3 | 12 | -0.1 | 8 | 0 | -11 |
| CC(OC(=O)CCCN=C1NS(=O)(=O)c2ccccc21)C(=O)Nc1ccc(F)c(F)c1F (stereo not drawn) | 33* | -0.3 | -1 | -2 | -15 | -1.3 | -2 | -1 | -3 |
| Cc1cc(NC(=O)CCC(=O)N(c2ccc(F)cc2)C2(C(=O)NC3CCCCC3)CCCC2)no1 | -1 | 0.5 | -4 | 2 | 0 | -0.7 | -3 | -3 | 1 |
| CSc1oc(-c2ccco2)nc1S(=O)(=O)c1ccccc1 | 0 | 0.4 | 10 | -9 | 9 | 0.0 | -6 | 4 | 8 |
| Cc1oc(-c2ccccc2F)nc1CSCC(=O)NC1CC1 | -1 | 0.2 | 2 | 2 | 21 | 0.0 | 4 | -6 | 0 |
| O=C(Cn1cnc2c(cnn2-c2ccc(F)cc2)c1=O)NCc1ccco1 | 6 | 0.3 | -14 | 2 | -17 | 0.8 | 5 | -4 | -8 |
| Cc1nc2nncn2c(NCc2ccc(Cl)cc2)c1C | 3 | 0.0 | -34* | 1 | 1 | 1.0 | 3 | . | -2 |
| COC(=O)c1ccc(C(=O)NC2CCCc3c2cnn3-c2ccc(C)c(C)c2)cc1 (stereo not drawn) | 12 | 0.5 | -21 | 35* | -9 | 0.0 | -5 | 5 | -2 |
| Cc1nc2scc(C)n2c(=O)c1S(=O)(=O)NCc1ccc(F)cc1 | 3 | 0.5 | -6 | 12 | 9 | 0.5 | 7 | -17 | 0 |
| C/C(=N\NC(=O)C(c1ccncc1)N1CCOCC1)c1ccc(Br)cc1 (stereo not drawn) | 2 | -0.8 | 11 | 1 | . | -0.2 | -21 | -10 | -8 |
| O=[N+]([O-])c1ccc2nc(CN3CCCCC3)[nH]c2c1 | 4 | -0.6 | -16 | 5 | -1 | 0.2 | -20 | -8 | 1 |
| Cn1c(N)c(C(=O)COC(=O)/C=C/c2cccc(Br)c2)c(=O)n(C)c1=O | 5 | 0.1 | -33* | 1 | 3 | 0.1 | 1 | 25 | -1 |
| O=C(NCCc1ccccc1)c1ccnc(/C=N/O)c1 | 1 | 0.2 | -34* | 5 | 13 | 0.5 | -3 | -32 | -11 |
| O=C(NCc1ccccc1F)C(=O)NCC1CCCN1S(=O)(=O)c1ccccc1 (stereo not drawn) | 0 | 1.5 | 13 | 2 | 22 | -0.5 | -6 | -9 | -1 |
| O=C(CCC(=O)c1cccs1)NCc1ccc(F)cc1 | 1 | -0.8 | -16 | -6 | -7 | 0.8 | 0 | 15 | -2 |
| CCN(C(=O)CN1CCCCC1)c1c(N)n(Cc2ccccc2)c(=O)[nH]c1=O | 1 | 0.2 | 9 | -2 | -1 | 0.3 | -12 | 19 | -1 |
| CCOC(=O)CCc1c(C)nc2c(c(C)nn2-c2ccccc2)c1C | 1 | -0.6 | 12 | -7 | -11 | 0.1 | 4 | -3 | 3 |
| CN(C)S(=O)(=O)N(CC(=O)NCCSCc1ccc(Cl)cc1Cl)c1ccccc1 | 7 | 0.1 | -9 | 17 | . | 0.5 | 4 | . | -6 |
| O=C(Nc1ccc(Cl)cc1)Nc1ccccc1Sc1ncc([N+](=O)[O-])s1 | 5 | 0.0 | 4 | -1 | . | 2.0 | 2 | 2 | -3 |
| Cc1cc(NC(=O)CSc2nc3cc(Cl)ccc3s2)no1 | 3 | 0.9 | 2 | 6 | 1 | 0.0 | 1 | 3 | -4 |
| CC(C)c1nn2c(=O)cc(COc3cccc(NC(=O)c4ccco4)c3)nc2s1 | 2 | 0.5 | -22 | 2 | 3 | 0.0 | 8 | 1 | 2 |
| CCCCOc1cccc(C(=O)Nc2cc(NC(=O)c3ccco3)ccc2OC)c1 | 1 | 0.4 | 0 | -9 | . | -2.9 | -2 | . | -4 |
| COc1ccc(-n2nc(C(=O)NCC(=O)NCc3ccc(F)cc3)c3ccccc3c2=O)cc1OC | 4 | -2.7 | -5 | -1 | 14 | 0.0 | 1 | 14 | . |
| CCN(CC)C(=O)c1cccc(-c2ccc(OC)cc2)c1 | 4 | 0.6 | -22 | -13 | -5 | -0.5 | . | 3 | -1 |
| CCC(C)Sc1ccc([C@H]2N[C@@](Cc3ccccc3)(C(=O)OC)[C@H]3C(=O)N(CC)C(=O)[C@@H]23)cc1OC (stereo partly drawn) | 10 | 1.2 | -16 | -16 | . | 1.2 | 15 | 4 | -8 |
| Cc1cc(O)c(NC(=O)c2ccc(C)c([N+](=O)[O-])c2)cc1C | 1 | 1.8 | -8 | -3 | -12 | 0.0 | -10 | 9 | -7 |
| O=C(Nc1cccc(F)c1)c1ccc(S(=O)(=O)N2CCCC2)cc1 | 1 | -0.4 | -20 | -4 | . | -0.2 | 3 | 13 | -3 |
| CSc1nc(C)cc(Oc2ccc(=O)n(C)n2)n1 | 1 | 1.9 | 5 | -6 | -2 | -0.6 | 7 | 3 | 4 |
| Cc1c(NC(=O)C(C)OC(=O)c2ccc([N+](=O)[O-])s2)c(=O)n(-c2ccccc2)n1C (stereo not drawn) | 2 | -1.6 | 14 | 6 | 6 | 0.2 | 1 | -21 | 0 |
| CCCCOc1ccc(CNC(=O)c2ccc(NC(=O)N3CCCCc4ccccc43)cc2)cc1 | 4 | -0.5 | -8 | -16 | . | 0.1 | 3 | . | -5 |
| CCCCn1c(N)c(N(C(=O)CSc2nnnn2-c2ccccc2C)C2CCCC2)c(=O)[nH]c1=O | 3 | -0.1 | 7 | -8 | -11 | -0.1 | -1 | 4 | 0 |
| Cc1ccc(S(=O)(=O)N(C)CC(=O)OCC(=O)N2CCN(c3ccccc3)CC2)cc1 | 8 | -0.5 | -22 | 2 | . | 1.4 | -7 | -5 | -3 |
| O=C(Nc1ccc2nc3ccccc3nc2c1)c1ccccc1 | 1 | -0.2 | 0 | 8 | 3 | 1.6 | -1 | -4 | 4 |
| O=c1c2sc3ccccc3c2n(Cc2cccc(C(F)(F)F)c2)c(=O)n1Cc1ccco1 | 3 | 0.6 | -14 | -1 | . | 0.0 | 3 | . | -2 |

Some of these compounds in order of the D1 PAM value, smallest number first:
SMILES | D1 agonist | D1 antagonist | TRHR enhancer | RXFP1 antagonist | TRHR ag | D2 PAM | D2 antagonist | D1 PAM
CCCCOc1cccc(C(=O)Nc2cc(NC(=O)c3ccco3)ccc2OC)c1 | 1 | 0 | -9 | . | -2.9 | -2 | . | -4
CCCCn1c(N)c(N(C(=O)CSc2nnnn2-c2ccccc2C)C2CCCC2)c(=O)[nH]c1=O | 3 | 7 | -8 | -11 | -0.1 | -1 | 4 | 0
CC(C)c1nn2c(=O)cc(COc3cccc(NC(=O)c4ccco4)c3)nc2s1 | 2 | -22 | 2 | 3 | 0.0 | 8 | 1 | 2

Continuation:
| molecule | D1 agonist | D2 ag | D1 antagonist | TRHR enhancer | RXFP1 antagonist | TRHR ag | D2 PAM | D2 antagonist | D1 PAM |
| --- | --- | --- | --- | --- | --- | --- | --- | --- | --- |
| CCn1nc(C)c(NC(=O)/C=C/c2ccc(OC)c(COc3ccc(Br)cc3)c2)c1C | 2 | -1.4 | -40* | 2 | 6 | -0.4 | 3 | . | -4 |
| CCCNC(=O)c1onc(CSc2ccccn2)c1C(=O)NCCC | 2 | -0.3 | -38* | -3 | . | 0.2 | -15 | 17 | 1 |
| CCOC(=O)Nc1ccc2c(c1)N(C(=O)OCCN(C)C)c1ccccc1CC2 | 3&4 | -0.1&-0.4 | 1&-3 | 3&-4 | 0&-6 | 0.8&2.3 | -2&8 | -8&6 | -3&-5 |
| Cc1cc(C)c2c(c1)/C(=N/NS(=O)(=O)c1ccccc1)CCC2 | 6 | 1.3 | -97* | -2 | 7 | -0.8 | 9 | -7 | 7 |
| CCN1C(=O)/C(=C2/C=CC=CN2C)OC1=S | 2 | -0.4 | 4 | -2 | -5 | 0.0 | 9 | -9 | 1 |
| CCOC(=S)SCc1cn2ccccc2n1 | 2 | 0.5 | -2 | 0 | 0 | 0.4 | . | 5 | -2 |
| CCCS(=O)(=O)Nc1ccc(N2CCCCC2)c(S(=O)(=O)Nc2ccccc2OC)c1 | 4 | 0.3 | 7 | 2 | -20 | -0.1 | 4 | -9 | -4 |
| CC(C)C1NC(C(=O)O)Cc2c1[nH]c1ccccc21 (stereo not drawn) | 2 | 0.7 | -24 | 7 | 2 | 0.3 | -1 | -4 | -6 |
| CCCc1nnc(NC(=O)CSc2nnc(-c3ccco3)n2C)s1 | 0 | 4.6 | 2 | 0 | 33 | 0.1 | . | -15 | 6 |
| CCOC(=O)c1c(-c2ccccc2)oc2ccc(N(C(C)=O)S(=O)(=O)c3ccc(C)cc3)cc12 | 5 | . | 11 | -11 | -9 | -0.1 | -9 | . | 0 |
| COc1ccc(S(=O)(=O)N2CCCCCC2)cc1C(=O)NCCc1ccc(F)cc1 | 4 | 0.0 | 19 | -5 | 4 | 0.9 | -9 | -2 | 11 |
| Cc1c(N=Nc2c(-c3ccc([N+](=O)[O-])cc3)[nH]n(C(N)=S)c2=O)cccc1[N+](=O)[O-] | 23 | 4.0 | -28 | -1 | -24 | -0.2 | 14 | 8 | -6 |
| COc1ccc(CC(NC(C)=O)C(=O)NC2CCN(S(=O)(=O)c3ccc(NC(C)=O)cc3)CC2)c(OC)c1 (stereo not drawn) | 1 | 0.6 | 2 | -9 | -12 | 0.0 | -2 | 13 | -4 |
| CCOC(=O)c1cnc2c(c(C)nn2CC)c1NCCN1CCOCC1 | 1 | -2.1 | 12 | 1 | -11 | -0.7 | 6 | -4 | 15 |
| Cn1c(-c2sc(=S)n(-c3ccccc3)c2N)nc2ccccc21 | 0 | -0.2 | 3 | -3 | -3 | -0.2 | -1 | 8 | -4 |
| COc1ccc(S(=O)(=O)N2CCN(CC(=O)Nc3ccc(F)c(F)c3)CC2)cc1 | 8 | 0.5 | -33* | -1 | -4 | 0.3 | -10 | 6 | -8 |
| Cc1ccc(CNC(=O)CCS(=O)(=O)c2ccc3c(c2)NC(=O)CS3)cc1 | 0 | 0.9 | -2 | 2 | -3 | -0.3 | 7 | 9 | -6 |

Screening results (PubChem)
